miR-122 sensor: miR-122 Renilla sensor signal increase in Huh7, primary screen, miR-122 inhibitor project, cell-based, single point, plate reader; Huh7 miR-122 Renilla luciferase sensor, 48 h; neutral wells = 0, positive control = 100; activation (reporter increase), % at 12.5 µM; actives 0.3% (n = 340,000); AID 602342, 2012;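 active = mean replicate activation score at least 90 and every replicate individually at or above 90; inconclusive = only one of the two criteria met; inactive = neither criterion met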;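 note: higher luciferase means less miR-122 activity so hits act as miR-122 inhibitors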
ERAP1 inh: human ERAP1 aminopeptidase inhibitors, primary screen, biochemical, single point, plate reader | Endoplasmic reticulum aminopeptidase 1 (Homo sapiens), Q9NZ08 | recombinant ERAP1, Leu-AMC fluorescence, 60 min | inhibition, % at 10.7 µM | actives 0.15% (n = 340,000) | AID 652197, 2013;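 active = mean replicate inhibition of at least 30%, or all replicates individually reaching that 30% level; inactive = mean below 30% and not every replicate reaching it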;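 note: 0% = neutral control wells and 100% = L-leucinethiol positive control wells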
DENV2 CPE rescue: inhibitors of DENV2 cytopathic effect, primary screen, cell-based, plate reader, single concentration. CPE inhibition, % at 9.99 µM. DENV2-infected cells, cytopathic effect rescue. actives 1.7% (n = 350,000). AID 651640, 2012; in the data active = CPE inhibition above about 20%, passing the limit was not always enough; inconclusive = no clear call, values can overlap the other calls; tested in BHK-21 cells;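 note: 0% = median of neutral control wells and 100% = median of positive control wells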
CASP6 VEID inh: human caspase-6 inhibitors, primary screen, biochemical, VEID-R110 fluorescence, single point, set 2 | P55212 | purified caspase-6, Z-VEID-R110 cleavage fluorescence | inhibition, % at 12.5 µM | actives 0.53% (n = 350,000) | AID 686996, 2013;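 active = mean inhibition across replicates at least about 35%, with every replicate also reaching that limit, limit read from the data; inconclusive = only one of the two criteria met; inactive = neither criterion met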;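 note: 0% = median of neutral control wells and 100% = no fluorescence left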
Target sequence (P55212 24-179 limits assumed): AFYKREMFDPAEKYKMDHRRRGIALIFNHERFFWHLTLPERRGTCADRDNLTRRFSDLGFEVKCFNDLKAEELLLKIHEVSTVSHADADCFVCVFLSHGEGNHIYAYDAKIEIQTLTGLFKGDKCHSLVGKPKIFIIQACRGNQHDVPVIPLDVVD
Target sequence (P55212 194-293 limits assumed): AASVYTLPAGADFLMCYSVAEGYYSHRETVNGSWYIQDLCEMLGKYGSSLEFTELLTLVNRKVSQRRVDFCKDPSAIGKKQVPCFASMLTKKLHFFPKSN
CFTR F508del cor: F508del CFTR correction, initial screen, CFBE line, single point; CFBE cells, YFP halide quenching; stimulated with forskolin plus potentiator P3; % fluorescence drop versus neutral controls; activity (quench increase), % at 7.58 µM; actives 0.36% (n = 350,000);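 active = mean added fluorescence quench of at least 8% versus neutral control, with both replicates also reaching 8%; inconclusive = only one of the mean or replicate conditions met; inactive = mean below 8% and not both replicates reaching 8%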;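 note: cells transiently co-express mutant CFTR-F508del with the halide-sensitive YFP; corrector assay measuring rescue of mutant channel to the surface after 24 h compound exposure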
ERp5 inh: inhibitors of ERp5-driven insulin aggregation, primary screen, biochemical, turbidity, absorbance 650 nm, single point; Protein disulfide-isomerase A6 (Homo sapiens), Q15084; 90 min; inhibition, % at 9.99 µM; actives 0.05% (n = 350,000);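 active = mean replicate inhibition above about 25%, with every replicate also reaching it, limit read from the data, passing the limit was not always enough; inconclusive = only one of those two criteria met; inactive = neither criterion met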
Target sequence (Q15084 whole entry, looked up): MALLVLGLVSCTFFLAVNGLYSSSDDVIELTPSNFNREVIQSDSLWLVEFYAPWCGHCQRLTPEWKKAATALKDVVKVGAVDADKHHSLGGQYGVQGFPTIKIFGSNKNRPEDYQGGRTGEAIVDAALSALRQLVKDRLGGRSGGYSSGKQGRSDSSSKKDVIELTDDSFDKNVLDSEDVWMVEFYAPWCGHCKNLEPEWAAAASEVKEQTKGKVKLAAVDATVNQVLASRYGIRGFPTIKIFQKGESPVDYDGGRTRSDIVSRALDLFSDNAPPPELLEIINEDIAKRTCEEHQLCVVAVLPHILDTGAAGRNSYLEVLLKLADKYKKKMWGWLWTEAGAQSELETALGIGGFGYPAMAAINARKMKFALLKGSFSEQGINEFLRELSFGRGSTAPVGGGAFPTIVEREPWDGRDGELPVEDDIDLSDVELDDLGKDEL
SIRT5 block: SIRT5 desuccinylase inhibitors, primary screen, biochemical, fluorescence imaging, single point, set 5. actives 1.1% (n = 330,000). inhibition, % at 15 µM. Purified SirT5, succinyl-peptide AMC, trypsin-coupled fluorescence; in the data active = inhibition above about 15%; inconclusive = no clear call, values can overlap the other calls
Target sequence (Q9NXA8 whole entry, looked up): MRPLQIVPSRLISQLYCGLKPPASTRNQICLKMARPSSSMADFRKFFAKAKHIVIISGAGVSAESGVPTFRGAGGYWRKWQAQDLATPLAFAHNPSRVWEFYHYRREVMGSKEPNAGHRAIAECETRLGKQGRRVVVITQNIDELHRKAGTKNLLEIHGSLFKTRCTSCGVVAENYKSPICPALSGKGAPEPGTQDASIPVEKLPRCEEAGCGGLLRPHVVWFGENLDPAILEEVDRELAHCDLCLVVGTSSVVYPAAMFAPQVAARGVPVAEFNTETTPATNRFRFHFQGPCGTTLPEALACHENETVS
The depositor's hits bear a star; ? = inconclusive; . = not tested or not shown; & = joins results of further samples; [ ] = dose if it differs, or a comment. This is a subset (hit frequency here may not be typical).

SMILES	miR-122 sensor	ERAP1 inh	DENV2 CPE rescue	CASP6 VEID inh	CFTR F508del cor	ERp5 inh	SIRT5 block
CCC(C)n1c(O)c(/C=N/Nc2nc3c(c(=O)n(C)c(=O)n3C)n2C)c(=O)[nH]c1=S (configuration not stated)	.	12	3	0	2.1	.	3
Cc1ccccc1NC(=S)NC(NC(=O)CF)C(Cl)(Cl)Cl (configuration not stated)	.	-1	1	1	-0.2	6	-2
COc1ccc(OC)c(N2C(=O)NC(=O)C(CCc3ccncc3)(CCc3ccncc3)C2=O)c1	0	-1	-4	0	2.2	-4	2
CN1CCCN(C(=O)COc2ccc(Br)cc2)CC1	-1	1	11	-7	-5.0	1	3
CN(C)CCN=Cc1c(O)n(-c2cccc(C(F)(F)F)c2)c(=O)[nH]c1=O	-9	-3	4	-11	1.3	-2	-5
CC(C)c1ccc(OCC(=O)N2CCCN(C)CC2)cc1	3	-4	-2	-7	1.3	4	1
O=C1NCN(c2ccccc2)C12CCN(C(CCc1ccccc1)c1nnnn1-c1ccc3c(c1)OCCO3)CC2 (configuration not stated)	-4	.	7	2	-5.7	-1	1
Oc1ccc(C2=CCNCC2)cc1O	.	0	3	-1	-1.0	2	.
CCOC(=O)CC1c2ccccc2-n2nncc2CN1Cc1ccc(OC)cc1 (configuration not stated)	-5	-1	3	1	6.0	1	-4
COc1ccccc1-n1c(O)c(C=Nc2c(C)n(C)n(-c3ccccc3)c2=O)c(=O)[nH]c1=O	-5	0	-12	-3	-3.0	-5	1
CC1(c2ccc(Cl)cc2Cl)OCC(Cn2cncn2)O1 (configuration not stated)	-8	4	13	3	-3.4	0	-3
c1cnc(N2CCNCC2)nc1	-1	1	-8	0	-6.8	-2	-1
COc1ccc2c(c1)C1(C)CCN(C)CC(C1)C2O (configuration not stated)	.	3	0	0	2.4	-9	-4
CC(=O)OC1(C)CC(C)C(=O)C(C(O)CC2CC(=O)NC(=O)C2)C1 (configuration not stated)	-12	.	18	0	-7.4	7	.
C/C(=N\NP(=S)(c1ccccc1)c1ccccc1)c1ccc(O)cc1O	82	-3	6	2	-3.2	-2	-1
NP(=O)(Oc1ccccc1)c1ccccc1 (configuration not stated)	-8	0	5	0	6.2	-3	.
COC(=O)C1=C(c2ccc(OC)c(OC)c2)C[C@@H]2CC[C@H]1N2C(=O)NCC1CC1	5	-4	-13	0	-0.2	-10	1
O=C(O)COc1ccc(Cl)cc1Cl	2	0	11	1	1.8	-1	0
C[C@@H]1CN([C@@H](C)CO)C(=O)CCCn2cc(nn2)CO[C@@H]1CN(C)C(=O)Oc1cccc2ccccc12	-2[16.7 µM]	-2	-2	2	-0.2	3	-5
COc1ccc(C(c2nnnn2-c2ccc(OC)cc2)N2CCC3(CC2)C(=O)NCN3c2ccccc2)cc1 (configuration not stated)	-1	.	16	3	2.0	1	1
CCN1CCN(Cc2cccnc2)CC1	-4	5	?	-90	-1.1	1	2
Cc1cccc(C)c1-n1nnnc1C(C1CC1)N1CCC2(CC1)C(=O)NCN2c1ccccc1 (configuration not stated)	-3	.	-2	1	3.1	-1	5
COc1cccc(NP(=O)(Oc2ccccc2Cl)Oc2ccccc2Cl)c1	11	1	6	-1	3.8	5	7
CCC(=O)N1[C@@H]2c3ccc(C4=CCCC4)c(=O)n3C[C@H]1[C@H](CO)[C@H]2C(=O)OC	4[16.7 µM]	3	7	3	2.4	-4	-12
C/C=C/c1ccc([C@@H]2[C@H](CO)N3CCCCN(C(=O)Cc4ccncc4)C[C@@H]23)cc1	8[16.7 µM]	1	-2	0	-0.4	-1	0
C=CCNC(=S)/N=C/c1c(O)[nH]c(=O)[nH]c1=O	.	8	-3	2	1.3	6	0
O=c1[nH]c(O)c(C=Nc2ccc(F)c(Cl)c2)c(=O)[nH]1	3	-2	-1	2	0.7	4	-1
CC(C)CC(N(C)C)C1(c2ccc(Cl)cc2)CCC1 (configuration not stated)	-2&-4	0&-2	-22&11	2&4	0.6&-0.1	4&3	.
O=C(c1n[nH]c(=O)c2ccccc12)N1CCC2(CC1)OCCO2	.	2	3	1	0.0	4	2
Cc1cc(-c2ccccc2)cc(-c2ccccc2)[n+]1CCc1ccccc1	1	.	-3	-2	-2.3	-10	.
CC(C)c1ccc(NC(=O)CCNC(=O)N2C[C@H]3C[C@@H](C2)c2cccc(=O)n2C3)cc1	-4	.	7	1	1.7	7	.
CC(C)c1onc(C(=O)N2CCC3(CC2)OCCO3)c1[N+](=O)[O-]	-7	-1	0	0	-2.1	11	-1
C=CCOC(=O)N1Cc2ccccc2-n2nncc2C1	-1	2	-8	-1	3.1	4	2
Cc1cc(C)cc(N2C(=O)NC(=O)/C(=C\c3cc(C)n(C)c3C)C2=O)c1	.	7	-2	-5	-1.0	-2	-1
COc1ccc(CN2CCCCC2c2cccnc2)cc1C (configuration not stated)	1	2	.	-4	.	1	.
N#Cc1cccc(-c2ccc([C@H]3[C@@H](CO)N4CCCCN(C(=O)Cc5cccnc5)C[C@H]34)cc2)c1	-7[16.7 µM]	-1	38*	2	-1.9	-1	-2
Cc1c(Oc2cc(NN3CCCCC3)c([N+](=O)[O-])cc2[N+](=O)[O-])cccc1[N+](=O)[O-]	-2	1	14	1	0.5	6	-4
O=C(c1cccn2c(=O)c3ccc(Cl)cc3nc12)N1CCC2(CC1)OCCO2	0	-8	0	2	-1.2	3	-9
C=CCn1c(O)c(C=NC2CCN(Cc3ccccc3)CC2)c(=O)[nH]c1=O	-4	-4	-5	0	0.3	-2	-4
COc1cc(OC)c(OC)cc1CNCCc1ccc2c(c1)OCO2	-1	-2	?	-3	1.7	1	0
CCn1c(=O)n(CC)c2cc([N+](=O)[O-])c(N3CCNCC3)cc21	-5	2	0	4	0.2	4	2
O=c1[nH]c(=O)n(-c2ccccc2)c(O)c1C=NC12CN3CN(CN(C3)C1)C2	.	1	1	2	1.4	3	-3
COC1C(O)C(C)OC(OC2CCC3(C=O)C(CCC4C3CCC3(C)C(C5=CC(=O)OC5)CCC43O)C2)C1O (configuration not stated)	-18	25	?	0	-9.2	-4	.
CC1CCC(N(C)C2CCN(C)CC2)CC1 (configuration not stated)	10	-2	10	-46	1.1	-2	-1
COc1ccc(OC)c(-n2c(O)c(/C=C3\C(C)=Nc4ccccc43)c(=O)[nH]c2=O)c1	5	.	6	1	-1.0	1	1
O=C1NC(=O)N(CCc2ccc(F)cc2)C(=O)/C1=C/c1ccco1	.	0	5	83*	1.2	1	5
Oc1ccc2c3c1O[C@H]1c4[nH]c5c(c4CC4(O)C(C2)N(CC2CC2)CCC314)CC1(O)[C@H]2Cc3ccc(O)c4c3[C@@]1(CCN2CC1CC1)C5O4 (some centres not stated)	.	-2	-15	-5	-2.3	3	.
COc1ccc2c(c1)C13CCCC[C@@H]1C(C2)N(C)CC3 (some centres not stated)	-1	-2	-14	10	2.2	0	1
Cc1ccccc1NC(=O)N1Cc2ccccc2-n2nncc2C1	2	0	?	1	4.0	8	0
C=CCn1c(O)c(/C=C2/C=c3ccccc3=N2)c(=O)[nH]c1=S	-5	-3	-2	6	1.2	1	-1
Cc1cc(/C=C2\C(=O)NC(=O)N(Cc3ccco3)C2=O)c(C)n1-c1ccc(C(=O)O)cc1	-25	.	3	71*	-3.4	3	6
COc1ccc(C2=CC(c3ccc(OC)c(OC)c3)c3c(c4ccccc4oc3=O)O2)cc1OC (configuration not stated)	7	1	-3	0	0.5	2	2
COC(=O)C1=C(c2cccc(OC)c2OC)C[C@@H]2CC[C@H]1N2C(=O)NCc1ccc(C(F)(F)F)cc1	.	4	-5	3	-1.5	0	3
C[C@]12CCC3C(CC[C@H]4C[C@@H](O)CC[C@]34C)C1C[C@@H](O)[C@@H]2O (some centres not stated)	4	-2	7	-6	0.5	-3	.
CCC(C(=O)N1CCC2(CC1)OCCO2)c1ccccc1 (configuration not stated)	-4	3	-9	0	-0.4	-3	-1
CN1CCN(c2ccc(S(C)(=O)=O)cc2[N+](=O)[O-])CC1	-6	3	-1	5	-0.4	6	0
COC(=O)c1ccc(CN2CCSC2=N)cc1	.	1	0	-1	-1.5	6	0
CCOC(=O)[C@]12Cc3cc(C)ccc3[C@H]1N(Cc1ccccc1)C(=O)c1ccccc12	.	-1	17	2	-4.4	5	-3
C[C@]12CC[C@H](O)CC1=CCC1C2CC[C@]2(C)C(=O)[C@H](Br)CC12 (some centres not stated)	.	4	?	-1	1.2	4	0
CCOc1ccc(N2C(=O)NC(=O)/C(=C\c3ccc(N4CCOCC4)cc3C)C2=O)cc1	.	10	-8	7	-3.7	6	1
Later entries.
SMILES	miR-122 sensor	ERAP1 inh	DENV2 CPE rescue	CASP6 VEID inh	CFTR F508del cor	ERp5 inh	SIRT5 block
O=C(NC1(C(F)(F)F)Oc2ccccc2O1)N1CCC2(CC1)OCCO2	3	-6	.	27	.	0	-2
CC(C)(C)NC(=O)C1CC2CCCCC2CN1 (configuration not stated)	-4	-4	.	1	1.1	2	-6
C[C@@H]1CC2(CCCC[N+]2(C)C)C[C@H]1C	.	7	9	-8	4.7	5	-3
CN1CCC(OC(=O)c2cccc(F)c2)CC1	.	-1	-1	-1	-2.8	2	-9
c1ccc2c(CN3CCOCC3)c[nH]c2c1	6	0	-3	-2	1.8	-2	.
BrCC(Br)C1CCC(Br)C(Br)C1 (configuration not stated)	-1	7	-15	4	2.0	6	.
Cc1noc(C)c1CC(=O)N1CCCC(N2CCN(c3ccccc3F)CC2)C1 (configuration not stated)	.	-2	-10	-4	3.9	4	1
CN(C)C1(CNC(=O)c2ccc(NS(=O)(=O)c3ccc(Cl)c(Cl)c3)cc2)CCCCC1	14	2	9	-2	0.1	0	0

Given with two lines to a compound: entries from further up
Every second line gives: miR-122 sensor, ERAP1 inh, DENV2 CPE rescue, CASP6 VEID inh, CFTR F508del cor, ERp5 inh, SIRT5 block
C[C@]12CC[C@H](O)CC1=CCC1C2CC[C@]2(C)C(=O)[C@H](Br)CC12 (some centres not stated)
 : ., 4, ?, -1, 1.2, 4, 0
CCOc1ccc(N2C(=O)NC(=O)/C(=C\c3ccc(N4CCOCC4)cc3C)C2=O)cc1
 : ., 10, -8, 7, -3.7, 6, 1
O=C(NC1(C(F)(F)F)Oc2ccccc2O1)N1CCC2(CC1)OCCO2
 : 3, -6, ., 27, ., 0, -2
CC(C)(C)NC(=O)C1CC2CCCCC2CN1 (configuration not stated)
 : -4, -4, ., 1, 1.1, 2, -6
C[C@@H]1CC2(CCCC[N+]2(C)C)C[C@H]1C
 : ., 7, 9, -8, 4.7, 5, -3
CN1CCC(OC(=O)c2cccc(F)c2)CC1
 : ., -1, -1, -1, -2.8, 2, -9
c1ccc2c(CN3CCOCC3)c[nH]c2c1
 : 6, 0, -3, -2, 1.8, -2, .
BrCC(Br)C1CCC(Br)C(Br)C1 (configuration not stated)
 : -1, 7, -15, 4, 2.0, 6, .
Cc1noc(C)c1CC(=O)N1CCCC(N2CCN(c3ccccc3F)CC2)C1 (configuration not stated)
 : ., -2, -10, -4, 3.9, 4, 1
CN(C)C1(CNC(=O)c2ccc(NS(=O)(=O)c3ccc(Cl)c(Cl)c3)cc2)CCCCC1
 : 14, 2, 9, -2, 0.1, 0, 0

Assay outcomes deposited in PubChem by Broad Institute.
